Gli-Sufu antag: Gli-Sufu pathway antagonists, primary screen, luciferase luminescence, Sufu-KO-LIGHT cells, uHTS | Sufu-KO-LIGHT fibroblasts, Gli luciferase reporter luminescence | inhibition, % at 5 µM | 340,000 compounds, 0.74% hits;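 active = inhibition above about 55%, limit read from the data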;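 also: 0% = DMSO-treated cells and 100% = wells with medium but no cells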
Jurkat NFkB inh: inhibitors of induced NF-kB luciferase reporter, primary screen, TCR NF-kB activation inhibitor project, cell-based, luminescence, uHTS; Jurkat, PMA/ionomycin-induced NF-kB luciferase reporter; inhibition, % at 4 µM; 330,000 compounds, 0.53% hits; in the data active = inhibition above about 50%
EBI2 antag: EBI2 receptor antagonists, beta-arrestin recruitment, primary screen, cell-based, luminescence, 7a,25-OHC stimulation, uHTS. AID 651636, 2012. 360,000 compounds, 0.81% hits. inhibition, % at 5 µM. 7a,25-OHC stimulated; in the data active = inhibition above about 38%;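 also: enzyme fragment complementation signal reports receptor beta-arrestin coupling in cells; 0% = agonist plus DMSO wells and 100% = wells without agonist; some results beyond the cut were filed as inactive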
APJ antagonist: antagonists of human apelin receptor APJ, primary screen, CHO-K1 cells, beta-arrestin complementation, luminescence | 330,000 compounds, 0.32% hits | AID 2521, 2010 | P35414 | inhibition, % at 20 µM;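 active = inhibition above about 40% at 20 µM, limit read from the data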;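 also: cells challenged with 10 nM apelin-13 agonist together with compound; plate controls were apelin-13 plus DMSO wells for no effect and DMSO wells lacking apelin-13 for full effect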
UBC13 inh: UBC13 polyubiquitin chain formation inhibitors, primary screen, biochemical, TR-FRET, uHTS; 330,000 compounds, 0.47% hits; AID 485273, 2010; inhibition, % at 20 µM; Ubiquitin-conjugating enzyme E2 N (Homo sapiens), P61088; in the data active = inhibition above about 45%, passing the limit was not always enough
Target sequence (P61088 whole entry, looked up): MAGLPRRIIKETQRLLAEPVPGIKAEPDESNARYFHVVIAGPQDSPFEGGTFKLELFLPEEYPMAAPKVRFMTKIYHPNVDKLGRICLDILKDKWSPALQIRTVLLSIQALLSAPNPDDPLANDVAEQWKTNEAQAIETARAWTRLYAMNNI
CCR6 antagonist: CCR6 receptor antagonists, primary screen, cell-based, CHO-K1, luminescence, beta-arrestin, uHTS; C-C chemokine receptor type 6 (Homo sapiens), P51684; AID 493098, 2011; 340,000 compounds, 0.49% hits; inhibition, % at 20 µM; CHO-K1 CCR6 PathHunter beta-arrestin, CCL20-stimulated;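 active = compounds whose inhibition of the agonist-driven luminescence signal at 20 µM reaches about 50%, limit read from the data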;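 also: cells stimulated with CCL20 at 14 nM final; plate controls were DMSO with CCL20 for no effect and DMSO without agonist for full effect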
Target sequence (P51684 whole entry, looked up): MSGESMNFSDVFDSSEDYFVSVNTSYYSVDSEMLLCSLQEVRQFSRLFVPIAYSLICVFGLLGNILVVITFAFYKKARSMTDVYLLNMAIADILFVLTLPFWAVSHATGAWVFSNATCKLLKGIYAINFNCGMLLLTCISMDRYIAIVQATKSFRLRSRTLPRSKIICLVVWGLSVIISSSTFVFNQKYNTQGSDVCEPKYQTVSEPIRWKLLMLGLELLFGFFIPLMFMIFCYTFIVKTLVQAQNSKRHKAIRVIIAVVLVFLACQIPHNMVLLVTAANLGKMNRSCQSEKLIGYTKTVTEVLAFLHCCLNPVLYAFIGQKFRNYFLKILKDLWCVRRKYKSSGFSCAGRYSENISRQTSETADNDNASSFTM
697 NFkB inh: inhibitors of PMA/ionomycin-induced NF-kB reporter, 697 cells, primary screen, B-cell NF-kB inhibitor project, cell-based, luminescence, uHTS; inhibition, % at 4 µM; 697 B-cell NF-kB luciferase reporter, 16 h; 330,000 compounds, 0.33% hits; in the data active = inhibition above about 35%
CXCR6 block: CXCR6 receptor inhibitors, primary screen, cell-based, beta-arrestin, luminescence, CHO-K1 PathHunter, 1536-well; 360,000 compounds, 0.36% hits; C-X-C chemokine receptor type 6 (Homo sapiens), O00574; inhibition, % at 20 µM; in the data active = inhibition above about 34%, passing the limit was not always enough;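 also: antagonist mode with CXCL16 agonist at 10 nM final; 0% = 10 nM CXCL16 with DMSO and 100% = unstimulated wells without agonist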
Target sequence (O00574 whole entry, looked up): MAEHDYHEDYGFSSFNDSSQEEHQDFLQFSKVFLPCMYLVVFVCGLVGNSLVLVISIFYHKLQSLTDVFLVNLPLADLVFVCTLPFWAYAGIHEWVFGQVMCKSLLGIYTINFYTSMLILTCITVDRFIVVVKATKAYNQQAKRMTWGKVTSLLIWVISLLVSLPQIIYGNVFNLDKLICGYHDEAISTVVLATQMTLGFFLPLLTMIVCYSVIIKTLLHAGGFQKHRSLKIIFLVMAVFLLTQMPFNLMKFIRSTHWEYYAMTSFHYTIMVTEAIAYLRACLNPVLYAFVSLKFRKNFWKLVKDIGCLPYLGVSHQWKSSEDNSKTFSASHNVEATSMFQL
* = called active by the depositor; . = not tested or not shown.

structure,Gli-Sufu antag,Jurkat NFkB inh,EBI2 antag,APJ antagonist,UBC13 inh,CCR6 antagonist,697 NFkB inh,CXCR6 block
CC1CCCN(C(=O)CSc2nc3ccccc3o2)C1 (centres undefined),-40,-38,1,-1,8,-13,-40,0
COc1ccc(C=O)cc1Oc1nc(Cl)ncc1F,5,-5,-3,-22,15,-11,3,3
CC(=O)N1c2ccc(S(=O)(=O)N3CCCC3C(=O)NCc3ccc(Cl)cc3)cc2CC1C (centres undefined),5,-25,-13,-34,-12,-3,-20,-2
CCOC(=O)N1CCN(C(=O)c2ccc3c(=O)n(-c4ccc(F)cc4)c(=S)[nH]c3c2)CC1,4,3,6,7,9,11,16,5
Fc1cc(F)nc(NCc2ccccc2)n1,-6,.,-5,.,.,7,.,3
CNS(=O)(=O)c1cccc(C(=O)OCC(=O)Nc2ccc(-c3nc4ccc(C)cc4s3)cc2)c1,-45,-102,4,2,1,4,-29,4
CN(Cc1ccccn1)C(=O)C1CCC(=O)N(Cc2cccc(F)c2)C1 (centres undefined),2,3,-2,21,3,5,1,3
CC1CCN(S(=O)(=O)c2cc(C(=O)Nc3ccccn3)ccc2Br)CC1,-5,18,-3,-15,2,-5,1,1
CCOc1ccc(S(=O)(=O)NCc2ccc3c(c2)OCO3)cc1NC(C)=O,-2,-1,-1,-11,-2,9,-12,5
Cc1ccc(NC(=O)CSCC(=O)Nc2cccc(S(=O)(=O)N3CCCCCC3)c2)cc1,-14,4,11,-19,-2,16,8,1
COc1ccc(C(=O)CN2C(=O)NC3(CCc4ccccc43)C2=O)c(OC)c1 (centres undefined),-5,-13,2,-27,-5,11,4,3
COc1ccc(S(=O)(=O)N(C)C)cc1NS(=O)(=O)c1ccc(F)c(F)c1F,2,13,-5,-11,-9,8,6,1

2 entries drawn at random from the list so far, as already listed:
structure,Gli-Sufu antag,Jurkat NFkB inh,EBI2 antag,APJ antagonist,UBC13 inh,CCR6 antagonist,697 NFkB inh,CXCR6 block
CCOC(=O)N1CCN(C(=O)c2ccc3c(=O)n(-c4ccc(F)cc4)c(=S)[nH]c3c2)CC1,4,3,6,7,9,11,16,5
CNS(=O)(=O)c1cccc(C(=O)OCC(=O)Nc2ccc(-c3nc4ccc(C)cc4s3)cc2)c1,-45,-102,4,2,1,4,-29,4

(next part)
structure,Gli-Sufu antag,Jurkat NFkB inh,EBI2 antag,APJ antagonist,UBC13 inh,CCR6 antagonist,697 NFkB inh,CXCR6 block
Nc1c(C(=O)NCCc2ccccc2)nnn1Cc1ccc(Cl)cc1,4,-22,5,-17,1,20,-15,6
CC1=Nn2c(nnc2C2CCCCC2)SC1,6,7,3,1,-2,3,6,5
CC(C)(C)C(=O)Nc1ccccc1C(=O)Nc1ccncc1,-3,-2,-11,5,1,-22,4,-3
COc1ccc(CCNC(=O)C2CCN(S(=O)(=O)c3ccc(-n4cnnn4)cc3)CC2)cc1OC,4,-1,-3,-1,-2,10,4,-5
CCn1cc(C(=O)NCCCN2CC(C)CC(C)C2)c2cc(OC)c(OC)cc2c1=O (centres undefined),7,3,-7,10,5,12,7,2
CCOc1ccc(/C=C/C2=NNC(=O)CC2)cc1,.,-81,-10,-9,-29,13,-50,-6
COc1ccc(-n2c(COc3ccccc3)n[nH]c2=S)cc1,6,-10,0,0,-6,9,-22,-6
COCCNc1c(-c2ccc(O)cc2)nc2ccc(Cl)cn12,-1,-2,12,-11,-8,-27,-41,-11
O=C(Nc1cccc(S(=O)(=O)N2CCCCC2)c1)c1cc(=O)[nH]c2ccccc12,7,-18,-5,1,-9,4,-15,9
CC(=O)N1CCc2cc(S(=O)(=O)CCC(=O)N3CCN(c4ccccn4)CC3)ccc21,7,6,-4,-14,-4,5,-5,-6
CC(C)NC(=O)CCS(=O)(=O)c1cccc2nonc12,-14,7,-13,14,4,3,-1,4
COC(=O)CCN(c1ccccc1)S(=O)(=O)c1cc(-c2cc(C)no2)ccc1OC,21,-15,6,10,-9,16,-4,1
CN(C)c1cc(N/N=C/c2ccc(Cl)cc2)nc(N(C)C)n1,20,.,17,.,.,-11,.,-5
CC(C)c1ccc(NC(=S)NC2CCCCCC2)cc1,-25,-78,24,-9,1,11,-69,0
CN(Cc1ccc(Cl)s1)C(=O)CCl,-13,16,4,8,10,-2,23,-10
COC(=O)c1ccc(N2CCN(c3ccccc3)CC2)nc1,-26,-39,-9,-28,0,14,-2,0
O=C(O)CC(NC(=O)C(c1ccccc1)c1ccccc1)c1cccc([N+](=O)[O-])c1 (centres undefined),1,3,6,-10,10,9,1,3
CC(=O)NC(C)c1nc2ccccc2n1Cc1ccccc1F (centres undefined),1,6,-6,8,4,-8,14,6
CC12C=CC(=O)C=C1C(F)CC1C3CCC(O)(C(=O)CO)C3(C)CC(O)C12F (centres undefined),10,.,-4,.,.,3,.,0
Cc1nc2cc(Cl)c([N+](=O)[O-])cc2s1,0,-16,-2,11,-32,18,-2,7
CCOc1ccccc1NC(=O)c1nc(S(=O)(=O)Cc2ccccc2)ncc1Cl,0,23,46*,18,2,51*,-119,56*
Cc1ccccc1NC(=O)CCC(=O)OCC(=O)c1ccc(-c2ccccc2)cc1,-6,-6,-4,25,2,26,8,2
O=C(O)c1cc(-c2ccc(/C=C3\NC(=O)N(c4ccccc4)C3=O)o2)ccc1Cl,6,-12,-2,5,1,11,-4,2
Cc1ccc(Cl)cc1N1CCN(C(=O)CSc2nnc3n2C(C)(C)Cc2ccccc2-3)CC1,61*,29,13,-1,-4,8,-5,15
Cc1ccc(S(=O)(=O)Nc2cccc(-n3cnnn3)c2)cc1C,10,14,-2,9,-5,5,6,4
CCCCSCc1cc(C(=O)O)oc1C(C)(C)C,-10,2,13,13,5,-12,10,-6
COc1ccc(C2NC(=S)NC(C)=C2C(=O)Nc2ccccn2)cc1OC (centres undefined),0,15,-7,-11,0,8,5,9
Cc1nn(-c2ccccc2)c(Cl)c1/C=C1/C(=N)N2N=C(C(C)C)SC2=NC1=O,0,-2,-4,-6,-13,-1,-9,0
CC(=O)c1c(C)n(-c2ccc(N(C)C)cc2)c2ccc(OCC(N)=O)cc12,11,14,1,-5,11,0,4,-9
Clc1ccc(OCc2nn[nH]n2)cc1,1,13,-2,8,9,-5,3,1
COc1ccc(C(=O)Nc2ccccc2C(=O)N2CCOCC2)cc1OC,0,17,-16,18,6,32,12,-16
CC(=O)c1c(C)nc(-c2ccc3c(c2)OCO3)n1O,4,9,3,-3,2,-21,28,2
COc1ccc(CCN2C(=O)NC(NC(C)=O)(C(F)(F)F)C2=O)cc1OC (centres undefined),-2,-2,-7,4,-8,0,2,0
COc1cc(-c2nnc(SCc3cc(=O)oc4cc(O)c(O)cc34)o2)cc(OC)c1OC,2,4,7,-5,-8,23,-11,0
CCN1CCN(Cc2ccc(NC(=O)Nc3ccccc3)cc2)CC1,-13,-146,-6,-13,6,-2,-58,-3
O=C(c1ccc2c(=O)n3c(nc2c1)CCC3)N1CCN(S(=O)(=O)c2ccccc2Br)CC1,1,.,-12,.,.,10,.,6

3 of these compounds in a different format.
Each structure is followed by: Gli-Sufu antag, Jurkat NFkB inh, EBI2 antag, APJ antagonist, UBC13 inh, CCR6 antagonist, 697 NFkB inh, CXCR6 block
> COc1ccc(CCNC(=O)C2CCN(S(=O)(=O)c3ccc(-n4cnnn4)cc3)CC2)cc1OC
 : 4, -1, -3, -1, -2, 10, 4, -5
> CC(=O)NC(C)c1nc2ccccc2n1Cc1ccccc1F (centres undefined)
 : 1, 6, -6, 8, 4, -8, 14, 6
> O=C(O)CC(NC(=O)C(c1ccccc1)c1ccccc1)c1cccc([N+](=O)[O-])c1 (centres undefined)
 : 1, 3, 6, -10, 10, 9, 1, 3

Further entries follow:
structure,Gli-Sufu antag,Jurkat NFkB inh,EBI2 antag,APJ antagonist,UBC13 inh,CCR6 antagonist,697 NFkB inh,CXCR6 block
CCOc1ccc(NC2c3ccccc3C(=O)N2Cc2ccco2)cc1 (centres undefined),6,-2,-2,5,4,8,-10,-6
CCN(CC)S(=O)(=O)c1ccc(-c2nnc(SCC(=O)N3CCOCC3)o2)cc1,3,-15,-4,-9,-8,12,-65,-2
O=[N+]([O-])c1ccc(Cl)c(/C=N/n2c(-c3ccncc3)n[nH]c2=S)c1,8,-16,-29,-23,-11,11,-27,0
C#CCOCCOCCOCCNc1nc(N2CCN(C(=O)[C@H]([C@@H](C)CC)n3cc(CCCCN)nn3)CC2)nc(N2CCN(C(=O)[C@H](C)n3cc(CCC(=O)O)nn3)CC2)n1,4,5,7,6,0,8,4,-7
O=C(O)c1ccc(/C=C2\SC(=S)N(Nc3ccccc3)C2=O)cc1,-3,1,-10,9,-2,2,-5,0
O=C(N/N=C/c1cccnc1)C1CCCCC1,1,11,7,7,0,2,18,-3
Cc1cc(C)cc(OCC(=O)O/N=C(\N)c2cccnc2)c1,2,.,-3,.,.,11,.,-13
O=C(O)c1ccc2c(c1)C(=O)N(C(Cc1ccccc1)C(=O)O)C2=O (centres undefined),-1,-6,-6,4,9,7,7,-2
COc1cc(/C=C/CO)cc(OC)c1O[C@@H]1O[C@H](CO)[C@@H](O)[C@H](O)[C@H]1O,-4,11,-11,-39,-7,10,13,-3
CC(=O)c1c(C)[nH]c(C(=O)OCc2ccc(F)cc2Cl)c1C,6,17,-7,19,9,6,-73,-4
CCc1ccc(NC(=O)CSCc2ccc(C(=O)O)cc2)cc1,0,-8,5,-2,-15,7,9,-3
CC(C)C(NS(=O)(=O)c1cccc2nsnc12)C(=O)NCc1ccco1 (centres undefined),-4,1,7,3,-4,7,10,-7
COc1ccc(CC(=O)Nc2cc(Cl)ccc2O)cc1,-6,-16,-8,-2,2,-1,11,-5
Cc1ccc(/C=N/NC(=O)CNC(=O)c2ccc(S(=O)(=O)N3CCCC3)cc2)o1,-5,0,-8,8,2,2,-7,5
COc1ccc(Oc2ccccc2/C=N/O)cc1,-13,12,-6,15,-8,-6,10,-2
COc1cc2c(c(OC)c1OC)C(=O)C(=Cc1ccccc1)O2,-23,.,15,.,.,11,.,8
CS(=O)(=O)N1CCN(C(=O)Cc2cccs2)CC1,2,-2,-4,-1,-7,9,31,7
O=C(CN1CCN(c2ccc(F)cc2)CC1)NCc1ccc(Cl)cc1,8,-2,10,-4,0,2,18,-12
O=C(Nc1ccccc1)c1ccc(NCC2CCCO2)c([N+](=O)[O-])c1 (centres undefined),-1,-65,-2,9,-36,12,-28,10
COc1ccc(C(=O)OC(C)C(=O)NC(C)CCc2ccccc2)cc1OC (centres undefined),3,5,-9,6,-2,-5,16,0
CCN(CC)C(=S)SCC(=O)NC12CC3CC(CC(C3)C1)C2,5,-9,12,5,16,11,5,-1
C=CCNC(=S)Nc1cccc(N)c1,-12,0,-14,-1,-2,3,12,-6
CCCSc1nnc2[nH]c(=O)cc(N)n12,-2,-16,-4,-11,-5,7,16,2
CC(NC(=O)CCC(=O)NC(C)C1COc2ccccc2O1)C1COc2ccccc2O1 (centres undefined),-2,6,6,-12,3,-7,13,2
Cc1ccc2nsnc2c1S(=O)(=O)N1CCN(CCc2ccccc2)CC1,8,-3,10,6,5,-3,15,-2
CCCN1CC=C2C(C#N)=C(N)C(C#N)(C#N)C(c3cc(OC)ccc3OC)C2C1 (centres undefined),3,-1,39,-7,-23,27,12,7
Nc1ccc(C(=O)NCCCSc2ccccc2)cc1[N+](=O)[O-],4,5,7,-3,3,17,-5,0
CC(C)N(Cc1ccccc1)C(=O)CN1C(=O)NC2(CCCc3ccccc32)C1=O (centres undefined),-9,-1,3,2,-1,-1,23,2
COc1ccc(N(C(C)C(=O)NCCSCc2cccc(Cl)c2)S(C)(=O)=O)cc1 (centres undefined),-9,0,4,5,1,20,-7,6
Cc1ccc(C(=O)Oc2ccc3c(c2)ncn3C)cc1,0,0,-9,6,5,8,11,8
COc1ccc(-c2cc(CS(=O)(=O)c3ccccc3)on2)cc1,-72,-75,2,5,15,13,-66,-2
